H9c2 TAG inh – inhibitors of triacylglycerol accumulation; H9c2 cells, Nile Red lipid (TAG) fluorescence; cells loaded with 200 µM oleic acid; inhibition, % at 12.5 µM; 230,000 tested, 0.66% active; AID 651582;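 active = pattern-corrected inhibition of lipid staining of at least 50% with the nuclear-stain viability signal not falling by more than 50%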;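 note: 0% = DMSO wells and 100% = triacsin C control wells; some results filed as inactive read as strong as hits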
H9c2 TAG inh DAPI viability – recorded beside H9c2 TAG inh, whose call it bears; DAPI nuclei signal change (viability), lower = more cytotoxic, %;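 whole-well DAPI fluorescence read on a plate reader as a viability signal; minus 50 percent equals half of cells still viable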
* marks the source's active call; other numbers are inactive results. Only part of the results is shown; rates above refer to the full screens.

Start of the listing, in advance, five compounds:
Values run as follows: H9c2 TAG inh, H9c2 TAG inh DAPI viability
(1) CC(C)NCC(O)COCCOc1ccc(Cl)cc1 (stereo not given)
 : -0.3, 1.4
(2) CC1(C)Cc2noc(N)c2C(C)(C)N1OC(=O)c1ccccc1
 : 0.2, -0.1
(3) CNC(=O)c1c(Cl)cnn1-c1ccc(C)cc1
 : 0.2, -1.2
(4) Cc1nn(-c2cccc(Cl)c2)c2nc(-c3ccncc3)cc(C(=O)N3CCOCC3)c12
 : 52.6*, -4.6*
(5) COCCCNc1nc2nonc2nc1N(C)CC1CCCN1C (stereo not given)
 : -5.4, 7.1

Results, from the first entry:
Values run as follows: H9c2 TAG inh, H9c2 TAG inh DAPI viability
(1) CC(C)NCC(O)COCCOc1ccc(Cl)cc1 (stereo not given)
 : -0.3, 1.4
(2) CC1(C)Cc2noc(N)c2C(C)(C)N1OC(=O)c1ccccc1
 : 0.2, -0.1
(3) CNC(=O)c1c(Cl)cnn1-c1ccc(C)cc1
 : 0.2, -1.2
(4) Cc1nn(-c2cccc(Cl)c2)c2nc(-c3ccncc3)cc(C(=O)N3CCOCC3)c12
 : 52.6*, -4.6*
(5) COCCCNc1nc2nonc2nc1N(C)CC1CCCN1C (stereo not given)
 : -5.4, 7.1
(6) COC(=O)C1=C(C)N(CCCC(=O)O)C(=O)NC1c1cccc(Cl)c1Cl (stereo not given)
 : -2.3, 2.9
(7) O=C(Nc1ccc(F)cc1)C1CCCN(S(=O)(=O)c2ccc3[nH]c(=O)ccc3c2)C1 (stereo not given)
 : -2.1, -3.3
(8) COc1cccc(C2C(C#N)=C(N)Oc3c2oc(CO)cc3=O)c1 (stereo not given)
 : 6.4, 8.6
(9) CC(C)(C)c1ccc(C(=O)OCC(=O)Nc2cccc(S(=O)(=O)NC3=NCCC3)c2)cc1
 : 14.2, 13.7
(10) CNc1nc(C)c(C(C)(C)C)s1
 : -5.9, -8.2
(11) COc1cccc(OCC(O)CNC2CCCC2)c1 (stereo not given)
 : 3.9, 2.8
(12) COc1ccc(OCCNC(=O)c2ccc3nc(C)c(N(C)Cc4ccc(NC(C)=O)cc4)n3c2)cc1
 : -7.7, 3.5
(13) O=C(Nc1c2c(nn1-c1ccc(Cl)cc1)CS(=O)(=O)C2)C1CC1
 : -6.2, -0.3
(14) C=CCc1cc(C)ccc1OCCOCCN1CCN(C)CC1
 : 6.4, 0.6
(15) COCCN1CCN(C(=O)c2cc(COc3ccc(Cl)cc3OC)on2)CC1
 : -4.4, 10.7
(16) COc1ccccc1C(=O)NCC(=O)NCCCN1CCOCC1
 : 2.8, 5.1
(17) CN(C)C(=O)c1cn(-c2ccccc2)nc1-c1cc2ccccc2o1
 : 5.0, -5.8
(18) Cc1nn(CC(=O)Nc2cccc(O)c2)c(=O)c2ccccc12
 : -7.1, 4.8
(19) CCN(CC)C(=O)[C@H]1CC(CC(=O)NCCCn2ccnc2)C(=O)N2CCc3c([nH]c4ccccc34)[C@]12C (stereo not given in full)
 : 3.8, 2.2
(20) COc1cccc(C2(C)NC(=O)N(CC(=O)c3cc(C)n(C4CC4)c3C)C2=O)c1 (stereo not given)
 : 11.3, 0.9
(21) O=C(CCCN1C(=O)CCC1=O)Nc1cccc(C(F)(F)F)c1
 : 29.0, -39.1
(22) COc1ccccc1NC(=O)N1CCCC1C(=O)Nc1nnc(C(C)C)s1 (stereo not given)
 : 3.4, 2.6
(23) CCCCNC(=O)c1ccc(NC(=O)CC2SC(N3CCCC3)=NC2=O)cc1 (stereo not given)
 : -6.7, 0.6
(24) COC(=O)c1sc(S(=O)(=O)Nc2ccc3cn[nH]c3c2)c(C(=O)OC)c1C
 : -3.5, 6.1
(25) COc1cccc(CNC(=O)CS(=O)(=O)Cc2nc(-c3ccc(C)cc3)oc2C)c1OC
 : -6.3, -9.7
(26) O=C(CCc1ccccc1)NNC(=O)Nc1cccc(Cl)c1
 : 3.0, -2.8
(27) COc1ccc(Cl)cc1NC(=O)COC(=O)Cc1cccs1
 : -5.4, 0.8
(28) N#CC1=C(N)C(C#N)(C#N)C(c2ccncc2)C2CN(C(=O)OCc3ccccc3)CC=C12 (stereo not given)
 : -4.4, -5.2
(29) CC(=O)c1sc(N/N=C\c2ccccc2O)nc1C
 : -1.1, 1.4
(30) COCC(C)n1c(C)cc(C(=O)COC(=O)/C=C/c2cccc(F)c2)c1C (stereo not given)
 : 0.5, 1.9

4 entries from above, screen by screen:
17: CN(C)C(=O)c1cn(-c2ccccc2)nc1-c1cc2ccccc2o1
18: Cc1nn(CC(=O)Nc2cccc(O)c2)c(=O)c2ccccc12
19: CCN(CC)C(=O)[C@H]1CC(CC(=O)NCCCn2ccnc2)C(=O)N2CCc3c([nH]c4ccccc34)[C@]12C (stereo not given in full)
20: COc1cccc(C2(C)NC(=O)N(CC(=O)c3cc(C)n(C4CC4)c3C)C2=O)c1 (stereo not given)

assay / entry,17,18,19,20
H9c2 TAG inh,5.0,-7.1,3.8,11.3
H9c2 TAG inh DAPI viability,-5.8,4.8,2.2,0.9

The list continues:
Values run as follows: H9c2 TAG inh, H9c2 TAG inh DAPI viability
(31) CCOc1ccc(CN2CCNC(=O)C2CC(=O)N(C)CC2CCOCC2)cc1 (stereo not given)
 : -10.2, 0.6
(32) CCN(C(=O)COc1ncnc2ccccc12)C1CCCCC1
 : -11.5, 6.3
(33) CCOc1ccc(-c2csc(NC(=O)c3cccc(N4C(=O)CCC4=O)c3)n2)cc1
 : -3.9, 10.5
(34) C[N+]1(CCN2C(=O)C3CC=C(Cl)CC3C2=O)CCOCC1 (stereo not given)
 : 8.7, -7.8
(35) CCS(=O)(=O)NCc1csc(C)n1
 : 8.0, 6.6
(36) CCC(C)(C)C1CCC2(CC1)NC(=O)N(CC(=O)NCCOc1ccccc1)C2=O (stereo not given)
 : 10.0, -9.8
(37) Cc1cc(C)n(-c2cccc(C(=O)O)c2)n1
 : 0.5, 2.5
(38) CN1CCN(S(=O)(=O)CC2(C)C3CCC2(C)C(=O)C3Br)CC1 (stereo not given)
 : 9.3, -1.4
(39) O=C(NCc1ccncc1)Nc1ccccc1
 : 13.4, -10.1
(40) CC1CC(c2ccccc2)NS(=O)(=O)O1 (stereo not given)
 : -1.6, -1.0
(41) C=CCn1c(=O)/c(=C\c2ccsc2)s/c1=C(/C#N)C(=O)NCCN1CCOCC1
 : -5.6, 7.9
(42) Cc1ccc2nc(/C(C#N)=C\c3cc(O)ccc3[N+](=O)[O-])[nH]c2c1
 : -13.9, 2.7
(43) CC1(C)CC(=O)C(C=NCCN2CCN(C3CC(=O)N(c4ccc(F)cc4)C3=O)CC2)=C(O)C1 (stereo not given)
 : 10.3, -5.2
(44) Cc1ccc(C(=O)CSc2cnc3ccccc3n2)cc1C
 : -6.7, 8.4
(45) C[C@@H]1CN([C@H](C)CO)C(=O)CCCn2nncc2CO[C@@H]1CN(C)S(=O)(=O)c1ccc(C#N)cc1
 : 11.6, -1.6
(46) CCN(C(=O)CSc1nnc(C)n1-c1cccc(C)c1)C1CCS(=O)(=O)C1 (stereo not given)
 : 8.7, -1.7
(47) Cc1ccc(Cc2c(-c3ccc(F)cc3)nc3ccc(Cl)cn23)cc1
 : -11.1, 2.1
(48) O=C(c1ccc(CN2CCOCC2)cc1)N1CCN(c2cccc(Cl)c2)CC1
 : -27.9, 7.4
(49) CC(C)(C)c1nc2scc(-c3ccc(Br)cc3)c2c(=O)o1
 : -17.4, 4.7
(50) Cc1ccc(C(=O)N2CCCCC2)cc1S(=O)(=O)N1CCCCCC1
 : 3.0, -3.0
(51) CC(Sc1nnc(-c2ccco2)n1C)C(=O)Nc1nccs1 (stereo not given)
 : 14.6, -4.8
(52) COc1ccc(NC(=S)Nc2cc(C)[nH]n2)cc1Cl
 : -15.8, 7.6
(53) Cn1nc(C(C)(C)C)cc1NC(=O)Nc1ccc(Cl)cc1
 : 2.4, -3.1
(54) CC(=O)Nc1ccc(C(=O)CN2C(=O)CSC2=O)cc1
 : 7.6, -4.6
(55) CC(=O)N(CCC(Cc1ccccc1)c1ccc2c(c1)OCO2)Cc1ccccc1F (stereo not given)
 : -8.1, -1.3
(56) COc1ccc(CCN2C(=O)c3[nH]nc(-c4ccccc4O)c3C2c2cccc(Cl)c2)cc1 (stereo not given)
 : 9.7, 0.2
(57) Cc1ccc(N2C(=O)CSC2c2cccnc2)c(Cl)c1 (stereo not given)
 : 4.6, -0.5
(58) O=C(OCn1nnc2ccccc2c1=O)c1ccc(O)cc1
 : 10.6, 4.8
(59) CC(C)(C)n1ncc2c(=O)n(CC(=O)c3ccccc3)cnc21
 : -22.2, -18.8
(60) CCc1ncc(/C=C2\C(=O)Nc3ccccc32)[nH]1
 : -4.3, 1.1

Continuation:
Values run as follows: H9c2 TAG inh, H9c2 TAG inh DAPI viability
(61) O=C(COc1ccc(Br)cc1)Nc1ccc2oc(=O)ccc2c1
 : -11.5, 9.4
(62) N#C/C(=C\c1ccc(C(=O)O)cc1)S(=O)(=O)c1cc(Br)ccc1Br
 : 5.5, 0.7
(63) COc1ccc(NC2CCCN(C(=O)CSc3ccccn3)C2)cc1OC (stereo not given)
 : -0.9, -0.5
(64) CCCOc1ccc(C(=O)CCNc2cccc(Cl)c2)cc1
 : -8.7, -5.0
(65) C/C(=N\NC(=O)c1ccc(NS(=O)(=O)c2cccs2)cc1)c1ccccc1
 : 19.0, 5.8
(66) COc1ccc(OC)c(NC(=O)C2(C)CCN2C(=O)C2(c3ccccc3)CCCC2)c1 (stereo not given)
 : 19.3, -1.2
(67) NC(=O)C(C(=O)/C=C/c1ccc(Cl)cc1)=C1SCCS1
 : 16.7, -24.4
(68) CN(C)CCN(C(=O)c1ccc(S(=O)(=O)N(C)CC2CCCO2)cc1)c1nc2cc3c(cc2s1)OCO3 (stereo not given)
 : 12.3, 2.1
(69) N#C/C(=C/c1ccccc1)C(=O)NCc1ccccc1
 : -14.9, 4.1
(70) O=C(c1ccc(Br)cc1)c1coc2ccc(O)cc12
 : 4.4, -9.2
(71) CCOC(=O)c1nnn(-c2nonc2N)c1COc1c(C=O)cccc1OC
 : 2.8, 67.5
(72) O=C(Nc1ccc(F)cc1)c1cc(-c2ccncc2)nc2c(Cl)cccc12
 : 10.8, -3.8
(73) CCCCCC(=O)OC(CN1CCCCCC1)CN1CCCC1=O (stereo not given)
 : 1.2, -5.8
(74) COc1ccccc1NC(=O)CSc1nnc(C)n1CCc1ccccc1
 : -4.3, -0.3
(75) O=C(c1ccccn1)N1CC=C(c2ccccc2)CC1
 : 13.7, -10.2
(76) CCOc1ccc(Cl)cc1Nc1nc(NCCO)nc(N2CCCC2)n1
 : 23.8, -5.2
(77) Cc1c(NC(=O)OCCNC(=O)COc2c(Cl)cccc2Cl)sc(=S)n1C
 : -1.6, 5.0
(78) Cn1c(=O)[nH]c(=O)c2c1nc(N1CCCCCC1)n2CCN1CCCCCC1
 : 3.9, 11.1
(79) COc1cc(CC(=O)N2CCN(C(=O)C3CCCO3)CC2)cc(OC)c1OC (stereo not given)
 : 10.6, 0.1
(80) Cc1ccc(C)c(OCCC(=O)OCC(=O)Nc2cc(S(=O)(=O)N3CCOCC3)ccc2C)c1
 : 5.3, 8.9
(81) CSc1cccc(-c2nnc(NC(=O)c3cccc(N4C(=O)CCC4=O)c3)o2)c1
 : 9.6, -1.1
(82) CCc1ccc2oc(=O)cc(CN3CCN(c4ccc(F)cc4)CC3)c2c1
 : -4.3, -4.0
(83) Cc1ccc(S(=O)(=O)N2CCC[C@H]2C(=O)Oc2ccccc2)cc1
 : 0.7, -2.7
(84) C[C@@H]1CN([C@H](C)CO)C(=O)CCCn2nncc2CO[C@H]1CN(C)S(=O)(=O)c1ccc2c(c1)OCCCO2
 : 8.2, -9.5
(85) Cc1cccc(/C=C(\C(=O)O)c2ccc(S(=O)(=O)N3CCCC3)s2)c1
 : -3.7, -4.2
(86) O=C(Oc1ccccc1Cl)c1ccc2c(=O)n3c(nc2c1)CCC3
 : 2.6, 1.0
(87) CCC(C)NC(=O)CC1Oc2ccc(C)cc2NC1=O (stereo not given)
 : 2.9, -5.5
(88) COc1ccc(N2Cc3ccccc3/C2=N\C(=O)Nc2ccccc2)cc1
 : -3.4, -0.2
(89) Fc1cccc(CNC2CCN(CCc3ccccc3)CC2)c1
 : 15.7, 3.7
(90) O=C(COc1ccc2oc(-c3ccccc3)cc(=O)c2c1)NCc1ccco1
 : 18.9, 0.1

Other results.
Values run as follows: H9c2 TAG inh, H9c2 TAG inh DAPI viability
(91) CN(C)S(=O)(=O)c1ccc(N2CCCC2)c(C(=O)NCC2CCCCC2)c1
 : 3.4, -9.4
(92) CCOCCn1c(C(C)C)nc2ccccc21
 : -6.9, -2.9
(93) COc1ccc(C2N(c3ccc(Cl)cc3)C(=O)C3CCCN32)cc1 (stereo not given)
 : 8.6, -4.1
(94) O=C1NC(=O)N(c2ccc(Cl)cc2)C(=O)/C1=C/c1ccc2c(c1)CCN2Cc1ccccc1Cl
 : -4.1, 2.8
(95) Cc1ccc(NC(=O)CSCc2n[nH]c(=O)[nH]2)c(Br)c1
 : 6.6, -3.1
(96) CCn1c2ccccc2c2cc(NC(=O)CSc3nnnn3-c3ccccc3)ccc21
 : 33.3, 5.3
(97) CC1(C)N([O-])C(c2cccs2)=C[N+]1=O
 : -16.5, 4.0
(98) CC(=NNC(=O)c1cccc(S(=O)(=O)N2CCOCC2)c1)c1ccccc1
 : 10.3, -7.3
(99) C/C=C(\C)CN1CCC(Oc2cccc(C(=O)NCc3ccccn3)c2)CC1
 : 4.7, -7.3
(100) CC(=O)N/C(=C\c1ccc(C)o1)C(=O)NCc1ccccc1
 : -0.8, -0.7
(101) CC(C)(C)c1ccc(NNC(=O)C2CCC2)cc1
 : -24.4, 15.9
(102) COC(=O)c1cnn2c(C(F)(F)F)cc(-c3ccco3)nc12
 : 5.4, 18.6
(103) CCN(CC)CCCNC(=S)N(Cc1cccnc1)Cc1cc2cccc(C)c2[nH]c1=O
 : 17.9, -6.6
(104) CNc1nc(Nc2ccc([N+](=O)[O-])cc2)nc(OCC(F)(F)F)n1
 : -3.6, -6.9
(105) CN(C)C(=S)N=c1ssc(=S)n1Cc1cccnc1
 : 13.9, -1.2
(106) Cc1ccccc1CN1CCN(Cc2cc3ccccc3o2)CC1CCO (stereo not given)
 : -15.6, 9.0
